From PubChem BioAssay
14-3-3g Raf: 14-3-3 gamma protein interaction modulation; FP, 14-3-3gamma / TMR-pS259-Raf peptide binding; inhibition, % at 40 µM; 160,000 compounds, 0.19% hits; in the data active means inhibition above about 30%;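 further: 0% = protein plus tracer without compound and 100% = blank with tracer alone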
Target sequence (P61981 whole entry, looked up): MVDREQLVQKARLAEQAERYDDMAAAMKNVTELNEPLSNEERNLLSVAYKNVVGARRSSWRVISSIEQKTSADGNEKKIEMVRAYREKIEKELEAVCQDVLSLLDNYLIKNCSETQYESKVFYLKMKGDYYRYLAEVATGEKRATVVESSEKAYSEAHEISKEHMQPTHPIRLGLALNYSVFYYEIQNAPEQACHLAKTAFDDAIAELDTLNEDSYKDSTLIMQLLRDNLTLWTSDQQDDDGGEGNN
* = called active by the depositor; & = joins results of further samples.

SMILES	14-3-3g Raf
COc1ccc(C2=NN(CC(=O)Nc3cccc(C)c3C)C(=O)CC2)cc1	3.1
CCOC(=O)c1cccc(NC(=O)CSc2nnnn2C)c1	6.5
CCOC(=O)c1cnc2ccc(OC)cc2c1Nc1ccccc1Cl	1.7
CCCCCC(=O)N1c2ccccc2NC2=C(C(=O)CC(c3ccc(C)cc3)C2)C1c1cccnc1 (centres undefined)	4.7
O=C(CSc1nnc2sc3ccccc3n12)N1c2ccccc2CCc2ccccc21	-10.4
COC(=O)c1cc(COc2ccc3c4c(c(=O)oc3c2C)CCCC4)c(C)o1	8.9
CCn1c2ccccc2c2cc(NC(=O)C3c4ccccc4C(=O)N(C)C3c3cn(C)c4ccccc34)ccc21 (centres undefined)	-11.5
COc1ccc(OCCCC(=O)Oc2ccc3c4c(c(=O)oc3c2)CCC4)cc1	-10.1
O=C(Nc1nnc(C23CC4CC(CC(C4)C2)C3)s1)c1cccc(C(F)(F)F)c1	9.3
CCOC(=O)N1CCN(C(=O)CSc2nnc(-c3cc(OC)cc(OC)c3)o2)CC1	-2.0
O=C(CC(c1ccco1)S(=O)(=O)c1ccccc1)c1ccc(F)cc1 (centres undefined)	-7.5
CC1=NN(C(=O)C(C)C)C(O)(c2ccccc2)C1 (centres undefined)	-1.5
Cc1ccc(-n2c(SCC(=O)N3CCOCC3)nc3c([nH]c4ccccc43)c2=O)cc1	3.6
CCOC(=O)C1=C(C)N(c2ccccc2)C(=S)NC1c1ccc(OC)cc1 (centres undefined)	3.7
CC(=O)CC(=O)Nc1cccc2c1CCCC2	-3.7
O=C(Cc1ccccc1)NC(NCCOC12CC3CC(CC(C3)C1)C2)(C(F)(F)F)C(F)(F)F	-7.7
Cc1ccccc1Nc1c(-c2ccsc2)nc2cnccn12	-1.4
CCN(CC)S(=O)(=O)c1ccc(C)cc1	-13.5
COc1cc2[nH]c(=O)n(CCCC(=O)NCc3ccccc3Cl)c(=O)c2cc1OC	-10.2
COc1ccc(OC(=O)c2cc3ccccc3oc2=O)cc1	-0.6
N#Cc1c(NC(=O)c2ccc(S(=O)(=O)N3CCCC3)cc2)sc2c1CCC2	-29.6
CCOc1ccc(C(=O)Nc2c3c(nn2-c2ccc(F)cc2)CS(=O)C3)cc1 (centres undefined)	-1.2
CCCn1c(NCc2cc(OC)ccc2OC)nc2ccccc21	-2.9
CN1CCN(S(=O)(=O)c2ccc(Cc3ccc(S(=O)(=O)N4CCN(C)CC4)cc3)cc2)CC1	-8.9&-5.5
CN1C(=O)C(O)(CC(=O)c2ccccc2O)c2cc(Br)ccc21 (centres undefined)	-2.0
O=C(CSc1nc2ccsc2c(=O)n1-c1ccc(Br)cc1)Nc1ccccc1Cl	-6.8
Cc1ccc2nc(C)cc(OCC(=O)O)c2c1	-6.0
CCn1cc(S(=O)(=O)CC(=O)Nc2cccc(C)c2)c2ccccc21	3.3&-3.6
CN(Cc1ccccc1)C(C(=O)NC1CCCC1)c1cc2c(cc1[N+](=O)[O-])OCO2 (centres undefined)	1.9
Cc1nc2c(ccc3nc(NC(=O)c4ccc(S(=O)(=O)N5CCCC(C)C5)cc4)sc32)s1 (centres undefined)	6.1
Nc1nc2sc3c(c2cc1C(=O)N1CCOCC1)CCCC3	-0.6&-1.3
COc1ccc(-c2csc(Nc3cc(C)ccn3)n2)cc1OC	-1.9
O=C(O)C1CCCN1c1ncnc2c1oc1ccccc12 (centres undefined)	-10.2
Cc1ccc(C(=O)NC(C(=O)N2CCCCC2)C23CC4CC(CC(C4)C2)C3)cc1 (centres undefined)	-26.8
CSc1c(C(=O)Nc2cccc(Cl)c2)ccc2c1C(=O)c1ccccc1C2=O	4.1
Cn1c(=O)cc(OCCCC(=O)N2CCN(c3ccccc3)CC2)c2ccccc21	-3.0
O=c1cc(-c2cccs2)nc(-c2cccc(I)c2)o1	-1.7
Cc1cc2c(c(=O)n1Cc1cccnc1)C(Cc1ccccc1)C(C#N)=C(N)O2 (centres undefined)	2.0
COC(=O)c1c(NC(=O)Cn2nc(C)c([N+](=O)[O-])c2C)sc2c1CCCC2	-1.9
COc1ccc(C2CC(=O)n3nc(-c4ccc(C)cc4)nc3S2)cc1 (centres undefined)	-14.9
O=[N+]([O-])c1ccc(N2CCN(S(=O)(=O)c3ccc(Cl)cc3)CC2)cc1NC1CC1	-1.2
CCC(=O)N1CCc2cc(S(=O)(=O)NC(C(=O)N3CCCC3)C(C)C)ccc21 (centres undefined)	-1.2
Cc1c(C(=O)NCc2ccccc2)oc2ccc(S(=O)(=O)N3CCCC3)cc12	6.3&-10.9
CC(=O)N1c2ccc(S(=O)(=O)NCc3ccco3)cc2CC1C (centres undefined)	-2.1
CC(NC(=O)NC1CCCCC1)C(c1cccs1)N1CCN(C)CC1 (centres undefined)	0.7
O=C(Nc1ccccc1)c1ccc(Cl)c(S(=O)(=O)Nc2ccccc2)c1	-1.6
O=C(C1CCN(S(=O)(=O)c2cccc3cccnc23)CC1)N1CC=C(c2ccccc2)CC1	-3.8
COc1ccc(-c2n(C)c3ccccc3[n+]2C)cc1	-0.8
Cc1cccc(NC(=O)c2sc(-c3ccccc3)nc2C)c1	-5.3
Clc1ccc(SCc2nc3ccc(Cl)cn3c2Br)cc1	0.5
CC(=O)Nc1cc(C(=O)NC(C)C)ccc1Sc1ccc(Cl)cc1	-5.3
Nc1cccc(C(=O)N2N=C(C(F)(F)F)CC2(O)c2ccc(F)cc2)c1 (centres undefined)	-24.8
COc1ccc(-n2c(C)c(C(C)=O)c3cc(OC(=O)c4cccc(Br)c4)ccc32)cc1	-10.0
CC1=Nc2cc(C(=O)NCCCOC(C)C)ccc2Sc2ccc(Cl)cc21	-47.2
CS(=O)(=O)N(CC(N)=O)Cc1ccc(Cl)cc1	0.3
Cc1ccc(S(=O)(=O)N2CCN(c3ccc([N+](=O)[O-])c(NCc4ccc(C(C)C)cc4)c3)CC2)cc1	-18.6
CC(=O)Nc1nc(-c2ccc(C(C)(C)C)cc2)nc2c1c(=O)oc1ccccc12	2.1
COC(=O)c1c(C)[nH]c(C(=O)CN2CCOCC2)c1C	8.0
c1ccc2[nH]c(CSc3ncnc4c3oc3ccccc34)nc2c1	-5.0
O=C(NCCn1cc(SCc2ccc([N+](=O)[O-])cc2)c2ccccc21)c1ccccc1F	4.6

Some of these compounds in order of SMILES length, smallest number first.
SMILES	14-3-3g Raf
Cc1cccc(NC(=O)c2sc(-c3ccccc3)nc2C)c1	-5.3
CC(=O)Nc1cc(C(=O)NC(C)C)ccc1Sc1ccc(Cl)cc1	-5.3
CC1=Nc2cc(C(=O)NCCCOC(C)C)ccc2Sc2ccc(Cl)cc21	-47.2
Nc1cccc(C(=O)N2N=C(C(F)(F)F)CC2(O)c2ccc(F)cc2)c1 (centres undefined)	-24.8
O=C(NCCn1cc(SCc2ccc([N+](=O)[O-])cc2)c2ccccc21)c1ccccc1F	4.6
COc1ccc(-n2c(C)c(C(C)=O)c3cc(OC(=O)c4cccc(Br)c4)ccc32)cc1	-10.0

Later entries.
SMILES	14-3-3g Raf
O=C(NCC(F)(F)F)Nc1ncccn1	-5.4&-4.4
Cc1c(C(=O)Nc2nc3ccc(Br)cc3s2)sc2ncn(Cc3ccccc3F)c(=O)c12	-4.8
Cc1nn(C)c(C)c1NC(=O)CSc1nc(Cc2ccccc2)nc2c1cnn2-c1ccccc1	-13.1
O=C(Nc1ccccn1)C(NS(=O)(=O)c1ccc(Br)s1)c1ccccc1 (centres undefined)	-25.5
Cc1ccccc1NC(=O)c1sc(=S)n(-c2ccccc2C)c1N	-0.7
O=C(CSc1nnnn1C1CCCCC1)N1CCCC1	0.8
CC1CCN(CC(=O)Nc2ccc(OC(F)(F)Cl)cc2)CC1	4.1
COc1ccc(-c2[nH]ncc2-c2cnc(C)s2)c(O)c1	-3.7
O=C(O)CCc1ccc(-c2ccccc2)n1-c1ccccc1C(F)(F)F	-3.6
O=c1[nH]c2ccc([N+](=O)[O-])cc2nc1Cc1ccccc1Cl	-10.1
CC1=C(C(N)=O)C(c2ccc(OCC(C)C)cc2)NC(=S)N1 (centres undefined)	-2.3
O=C(O)C1Nc2ccc(OC(F)(F)F)cc2C2C=CCC12 (centres undefined)	-205.9

An excerpt from above in order of the 14-3-3g Raf value, lowest first:
Compound | 14-3-3g Raf
COc1ccc(-c2[nH]ncc2-c2cnc(C)s2)c(O)c1 | -3.7
CC1=C(C(N)=O)C(c2ccc(OCC(C)C)cc2)NC(=S)N1 (centres undefined) | -2.3
CC1CCN(CC(=O)Nc2ccc(OC(F)(F)Cl)cc2)CC1 | 4.1

Returning to the listing, starting 2 compounds before the break.
SMILES	14-3-3g Raf
CC1=C(C(N)=O)C(c2ccc(OCC(C)C)cc2)NC(=S)N1 (centres undefined)	-2.3
O=C(O)C1Nc2ccc(OC(F)(F)F)cc2C2C=CCC12 (centres undefined)	-205.9
COC(=O)c1sc(N2C(=O)C(=O)/C(=C(/O)c3ccc(OC)c(C)c3)C2c2ccc(O)cc2)nc1C (centres undefined)	-8.9
CCC1(C)COC2(OC1)C(=O)Nc1ccccc12 (centres undefined)	-5.9
COc1ccc2c(C(=O)CN3CC(C)OC(C)C3)c[nH]c2c1 (centres undefined)	-28.2
O=C(Nc1ccccc1)C1CC(=O)N(Cc2ccc3c(c2)OCO3)C(=Nc2ccccc2)S1 (centres undefined)	-11.7
CCCCCn1c(SCC#N)nc2cc(C(=O)N3CCOCC3)ccc2c1=O	-3.1
CCC(=O)N1CCc2cc(Br)cc(S(=O)(=O)N3CCC(C(=O)N4CCN(C)CC4)CC3)c21	-2.3
Cc1ccc(S(=O)(=O)N2CCCC(C(=O)NCCCN3CCCCC3C)C2)cc1 (centres undefined)	0.0&3.3
O=C(NC1CCCC1)c1ccc2c(c1)N(Cc1ccccc1F)C(=O)c1ccccc1S2	-9.2
CCc1c(C)sc(NC(=O)c2cnn3cccnc23)c1C#N	-11.2
COC(=O)c1c(N2C(=O)C3ON(c4ccccc4)C(c4ccc(C)cc4)C3C2=O)sc(C)c1C (centres undefined)	-4.5
CCCOc1ccc(/C(O)=C2\C(=O)C(=O)N(c3ccccn3)C2c2ccc(C(C)C)cc2)cc1C (centres undefined)	-8.6
CCc1ccc(NC(=O)Cn2c(=O)n(-c3cccc(OC)c3)c(=O)c3cc(OC)c(OC)cc32)cc1	3.1
N#Cc1nn(-c2ccccc2)nc1N1CCCCC1	4.9
O=C(NCCN1CCCCCC1)c1ccc(CS(=O)(=O)c2ccc(Br)cc2)o1	-2.2
O=C(O)CC(Cc1ccc(Br)cc1)C(=O)O (centres undefined)	-6.1
CN(C)c1cc(NC(=O)CNC(C)(C)CC(C)(C)C)c2ccccc2n1	-15.1
Cc1nn(C(=O)c2ccc(N3CCCCC3)c([N+](=O)[O-])c2)c(C)c1Sc1ccc([N+](=O)[O-])cc1	-11.3
Cc1cccc(NC(=O)CN(C)S(=O)(=O)c2cccc3nsnc23)c1C	-4.3
O=C(CSc1nc2ccccc2o1)c1ccc2c(c1)OCCO2	-15.1
CC(C)NS(=O)(=O)c1ccc(OCC(=O)NCc2cccnc2)cc1	4.3
O=C(NCc1ccccn1)c1ccc2c(=O)n(Cc3ccc(Cl)cc3)c(=S)[nH]c2c1	-11.2
O=C(CSc1nnc(-c2ccccc2F)o1)N1CCOCC1	-6.9
Cc1cccc(NC2=C(N)C(=O)c3ccccc3C2=O)c1	-8.9
Cc1cc(C)c2nc(C)cc(Nc3ccc(F)cc3)c2c1	-7.0

Brought forward from above: 3 entries, then new ones.
SMILES	14-3-3g Raf
O=C(CSc1nnc(-c2ccccc2F)o1)N1CCOCC1	-6.9
Cc1cccc(NC2=C(N)C(=O)c3ccccc3C2=O)c1	-8.9
Cc1cc(C)c2nc(C)cc(Nc3ccc(F)cc3)c2c1	-7.0
Cn1c(=NC(=O)c2ccc(F)cc2)sc2cc(Br)ccc21	-8.2
CCCn1c(-c2ccc(F)cc2)cnc1SCC(=O)O	-11.9
CC(=O)Nc1ccc(N/C=C/C(=O)c2ccc(C)o2)cc1	-12.2
O=C(CSc1ncn[nH]1)Nc1ccccc1C(=O)O	-3.7
CCCN(CCC)S(=O)(=O)c1ccc(C(=O)N=c2sc3cc(C)ccc3n2C)cc1	-8.4
CC(C)CN(CC(C)C)c1nnc(N)s1	-3.5
CC(C)OC(=O)CSc1nc2ccccc2[nH]1	1.0
CC(=O)Nc1ncc2c(n1)CC(c1ccc(C)cc1)CC2=O (centres undefined)	8.2
O=C(NCc1ccccc1Cl)c1ccc2nc3cc(Cl)ccc3c(=O)n2c1	-17.9
CCOC(=O)c1c(C)oc2c1c(C(c1ccc(Cl)cc1)N1CCOCC1)c(O)c1ccccc12 (centres undefined)	-2.6
CC1(C)CC(C)(c2ccc(Cl)cc2)c2ccccc2N1 (centres undefined)	2.0
CCCn1c(=O)c2ccccc2n2c(SCC(=O)c3cc(C)n(CC4CCCO4)c3C)nnc12 (centres undefined)	-2.0
CCC(C)NC(=O)N[C@@H](Cc1ccccc1)C(=O)O (some centres undefined)	8.2
O=C(CN1C(=O)c2ccccc2Sc2ccc(C(=O)N3CCCC3)cc21)NCCC1=CCCCC1	-39.4
CC1(C)CC(=O)c2cc(C(=O)N3CCN(c4cccc(C(F)(F)F)c4)CC3)c(=O)n(-c3ccc(Cl)cc3)c2C1	-4.1
CCCCNC(=O)c1nn(-c2ccc(C)cc2)c(=O)c2c1c1ccccc1n2C	-8.2
Clc1ccc2noc(-c3cccc4ccccc34)c2c1	-9.8
COc1ccccc1CN1C(=O)CCC1(C)C(=O)NC1CCC(C)CC1 (centres undefined)	3.0
Nc1nc(-c2nc3ccccc3[nH]2)cs1	-8.1
Cc1cc(Oc2ccccc2[N+](=O)[O-])ccc1[N+](=O)[O-]	7.8
COc1ccc(C2CC(=O)c3cnc(NC(=O)c4ccccc4OC)nc3C2)c(OC)c1 (centres undefined)	-24.0
N#CCCn1c(C2CCCCC2)nc2ccccc21	1.1
CC1CN(C(=O)c2ccc(N(C)C)cc2)CC(C)O1 (centres undefined)	-15.4
CC(C)(C)C(=O)CC(O)(c1ccccc1)C(F)(F)C(F)F (centres undefined)	-1.0
CC(=O)C1=C(N)CC2C1C2(C)C (centres undefined)	1.9
Cc1cccc(C2CC(c3ccc(F)cc3)Nc3nc(N)nn32)c1 (centres undefined)	-3.0
O=S(=O)(c1ccc2ccccc2c1)N1CCN(Cc2ccc3c(c2)OCO3)CC1	-7.4

Some of the compounds tested; the hit share may differ from the screen's.
